Bioassay records from PubChem BioAssay.
Casp6 inh: inhibitors of human caspase-6. inhibition, % at 12.5 µM. 350,000 compounds, 0.53% hits. purified caspase-6, Z-VEID-R110 cleavage fluorescence. P55212;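 active = mean inhibition across replicates at least about 35%, with every replicate also reaching that limit, limit read from the data; inconclusive = only one of the two criteria met; inactive = neither criterion met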;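 note: 0% = median of neutral control wells and 100% = no fluorescence left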
Target sequence (P55212 24-179 limits assumed): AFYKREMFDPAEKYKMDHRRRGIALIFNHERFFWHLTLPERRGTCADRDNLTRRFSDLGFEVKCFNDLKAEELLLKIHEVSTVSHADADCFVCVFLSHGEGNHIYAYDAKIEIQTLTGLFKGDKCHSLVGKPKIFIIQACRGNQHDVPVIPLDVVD
Target sequence (P55212 194-293 limits assumed): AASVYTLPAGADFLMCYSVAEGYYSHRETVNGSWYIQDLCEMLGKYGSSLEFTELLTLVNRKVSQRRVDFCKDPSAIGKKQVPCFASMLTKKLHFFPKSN
PglD DTNB: blocks C. jejuni PglD acetyltransferase activity. purified PglD enzyme, DTNB colorimetric CoA detection. inhibition, % at 12.5 µM. 360,000 compounds, 0.098% hits; in the data active = inhibition above about 16%, passing the limit was not always enough; inconclusive = no clear call, values can overlap the other calls; note: strong numbers were not always called active
ARNT-TACC3 inh: disruptors of human ARNT/TACC3 interaction. AlphaScreen His-ARNT PAS-B/GST-TACC3 binding, luminescence; TACC3 fragment carries E629A point mutation. Q9Y6A5. 390,000 compounds, 0.66% hits. AID 623870. inhibition, % at 9.99 µM;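 active = mean inhibition of replicates at least 50% and at least half of replicates each reaching 50%; inconclusive = half or more replicates reach 50% but mean below 50%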;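 note: 0% = complete ARNT plus TACC3 wells and 100% = ARNT alone without TACC3; many hits fall short of the cut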
E-sel inducer: E-selectin induction on HUVECs | P16581 | HUVEC E-selectin immunofluorescence imaging; normalized: neutral wells 0, TNF-alpha wells 100 | activation, % at 7.58 µM | 260,000 compounds, 0.37% hits;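 active = mean E-selectin-positive cell signal at least 10% of the positive control, reached in at least 60% of replicates, without over 20% cell loss; inconclusive = no rule given, readout overlaps actives, possibly toxicity-flagged; inactive = the rest, including those meeting only one limit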;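 note: in these data hits start at about 27%; measured in HUVEC primary endothelial cells; signal is the percent of cells scored E-selectin positive by PE staining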
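Assay system: HUVEC, human umbilical vein endothelial cells / Amount: 3,000 HUVEC/well / Controls: TNF-alpha positive control, DMSO neutral control / Compound dosing: single concentration / Medium: EGM-2 over gelatin coat / Evaluation: percent E-selectin-positive cells / Signal: immunofluorescence imaging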
esBAF inh: inhibitors of esBAF chromatin remodeling in mouse ES cells; Bmi1-luciferase knock-in reporter, 24 h; 100% = twice the neutral-well signal; reporter increase, % at 12.5 µM; 350,000 compounds, 2% hits; AID 602393; in the data active = activation above about 40%; inconclusive = no clear call, values can overlap the other calls;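 note: 0% = median of the plate's neutral control wells and 100% = double that signal; a rise in the Bmi1 reporter signal indicates esBAF inhibition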
ERp5 inh: inhibitors of human ERp5; 350,000 compounds, 0.05% hits; inhibition, % at 9.99 µM; ERp5 insulin aggregation, absorbance 650 nm, 90 min;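 active = mean replicate inhibition above about 25%, with every replicate also reaching it, limit read from the data, passing the limit was not always enough; inconclusive = only one of those two criteria met; inactive = neither criterion met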
Target sequence (Q15084 whole entry, looked up): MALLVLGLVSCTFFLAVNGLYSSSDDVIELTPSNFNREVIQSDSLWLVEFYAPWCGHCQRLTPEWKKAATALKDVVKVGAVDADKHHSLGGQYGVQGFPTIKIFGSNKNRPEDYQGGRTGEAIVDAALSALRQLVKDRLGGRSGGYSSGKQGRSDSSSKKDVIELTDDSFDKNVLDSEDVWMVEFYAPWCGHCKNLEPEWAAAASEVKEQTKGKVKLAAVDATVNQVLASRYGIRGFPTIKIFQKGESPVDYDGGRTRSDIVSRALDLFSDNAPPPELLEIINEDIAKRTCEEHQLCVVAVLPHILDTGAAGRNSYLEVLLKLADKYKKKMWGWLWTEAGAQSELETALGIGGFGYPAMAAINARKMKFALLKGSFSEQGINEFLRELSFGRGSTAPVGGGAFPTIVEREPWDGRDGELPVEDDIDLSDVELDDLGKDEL
RAD52 inh: blocks human RAD52 DNA annealing. recombinant RAD52 DNA annealing, FRET fluorescence. inhibition, % at 18.7 µM. 360,000 compounds, 0.46% hits. AID 651710;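 active = every replicate showing at least 50% inhibition; inconclusive = mean inhibition at least 50% but not in every replicate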
RAD54 inh: blocks human RAD54 Holliday junction branch migration. inhibition, % at 10.4 µM. 360,000 compounds, 0.14% hits. FAM/BHQ fluorescence. Q92698;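 active = mean normalized replicate activity at least 40 and at least half of replicates scoring 40 or more; inconclusive = only one of the two criteria met; inactive = mean below 40 and under half of replicates reaching 40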;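 note: 0% = median of neutral control wells and 100% = median of positive control wells; inhibitors cause a drop in the FAM fluorescence signal; in these data hits start at about 50%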
Numbers without * were called inactive; ? = inconclusive; nt = no result given; & = joins results of further samples.

SMILES | Casp6 inh | PglD DTNB | ARNT-TACC3 inh | E-sel inducer | esBAF inh | ERp5 inh | RAD52 inh | RAD54 inh
O=C(COC(=O)c1ccco1)NCc1ccc(F)cc1 | -0.4 | nt | 1.8 | nt | nt | -4.9 | -15.9 | nt
CCOC(=O)C(C#N)c1ccccn1 (stereo unspecified) | nt | -6.0 | 2.3 | nt | 3.7 | nt | nt | 5.3
COc1ccc(-c2nnc3sc(CCN4C(=O)c5ccccc5C4=O)nn23)cc1 | nt | -7.0 | 1.1 | nt | 0.4 | nt | nt | -1.9
C[C@@H]1CN([C@H](C)CO)C(=O)c2cccc(NS(=O)(=O)c3ccc(Cl)cc3)c2O[C@H]1CN(C)C(=O)NC1CCCCC1 | -0.9 | -3.8 | -4.8 | -1.7 | 0.8 | 11.4 | 6.3 | 3.1
COc1ccc2c(N)c(C(=O)NN)[nH]c2c1 | 8.5 | -1.7 | 19.5 | nt | nt | nt | -11.4 | 2.8
CC(C(=O)NCC1CCCO1)n1cc([N+](=O)[O-])cn1 (stereo unspecified) | 3.4 | -0.3 | -0.6 | -0.1 | -1.3 | 1.2 | 2.4 | 4.8
Cc1ccc(S(=O)(=O)Cc2ccc(C(=O)N3CCc4ccccc4C3)o2)cc1 | 16.1 | 2.3 | -7.3 | nt | 2.7 | 5.3 | -45.1 | 8.4
COc1ccc(-n2cnc3cc(NC(=O)c4ccco4)ccc32)cc1 | nt | -2.2 | 7.0 | nt | 32.7 | nt | nt | 4.1
CCCN1C[C@H](C)[C@@H](OC)CN(C)C(=O)c2ccc(NC(=O)c3cccc(F)c3)cc2OC[C@@H]1C | -3.9 | -0.1 | -8.5 | 0.0 | 4.1 | 2.2 | -86.1 | -10.0
CC1(C)CC(NC(=O)COc2ccc([N+](=O)[O-])cc2)CC(C)(C)N1 | 4.8 | 5.3 | -0.2 | nt | nt | -0.9 | 5.3 | 3.5
Cc1noc(C)c1S(=O)(=O)Nc1ccc2c(c1)C(=O)N([C@H](C)CO)C[C@H](C)[C@H](CN(C)Cc1ccc(C(=O)Nc3ccccc3N)cc1)OCCCC[C@@H](C)O2 | 0.7 | nt | nt | 0.6 | nt | 7.1 | -0.7 | nt
Cc1cc(NS(=O)(=O)c2ccc(NS(=O)(=O)c3ccc(Br)cc3)cc2)no1 | 21.1 | 5.8 | -3.6 | -0.1 | -6.3 | 1.8 | -15.1 | -0.9
CCCCCN=C(C)c1c(O)c2ccccc2oc1=O | nt | 2.4 | -3.5 | nt | 58.2* | nt | nt | -6.3
CC1CCN(CCCNC(=O)CN2C(=O)CSc3ccc(S(=O)(=O)N4CCC(C)CC4)cc32)CC1 | -15.7 | 1.5 | -8.7 | nt | -6.2 | -3.9 | -10.4 | -3.4
C[C@H](CO)N1C[C@H](C)[C@@H](CN(C)S(=O)(=O)c2cccs2)Oc2ccc(NC(=O)Nc3ccccc3)cc2C1=O | -3.4 | -5.0 | -2.4 | 0.3&2.8 | 0.9 | 0.5 | -20.2 | -7.6
CN(C)c1nc(-c2ccccc2)cc(C(F)(F)F)c1C#N | nt | 6.4 | -3.0 | nt | -5.4 | nt | nt | 0.2
O=C(C1CC1)N1CCCCN2[C@H](C1)[C@@H](c1ccc(C#CC3(O)CCCC3)cc1)[C@@H]2CO | 2.4 | 1.0 | -3.7 | nt | nt | 2.8 | -4.6 | -6.9
COCCCNC(c1ccccc1)c1ccncc1 (stereo unspecified) | nt | -5.5 | -0.3 | nt | 0.5 | nt | nt | 3.7
COc1ccc(CCNCc2c(-c3ccccc3)n(C)c3ccccc23)cc1 | 4.3 | 2.4 | 9.4 | nt | -16.6 | -1.2 | 40.9 | 18.1
CC(=O)N1C[C@@H](CN2C(=O)CCC2=O)[C@@H]2C[C@H]1c1ccccc1N2C | -3.0 | nt | nt | -0.1 | nt | -0.8 | -6.1 | nt
Cc1cc(Oc2nc3ccccn3c(=O)c2/C=C(\C#N)C(=O)NC2CCS(=O)(=O)C2)ccc1Cl (stereo unspecified) | 2.4 | 2.4 | 4.4 | nt | 0.9 | 2.9 | -24.0 | -4.8
COc1cc(OC)cc(-c2c(-c3cccs3)c3cc(-c4ccc5cc[nH]c5c4)ccc3n2C)c1 | -0.3 | -0.5 | -1.2 | 1.4 | 10.9 | 1.6 | -7.6 | -10.0
O=C(CSc1nnc(CNc2ccc(Cl)cc2)n1Cc1ccccc1)NCc1ccco1 | nt | 2.2 | 16.5 | 0.0 | -2.6 | nt | nt | -7.7
CC1CCCN(C(=O)COc2ccc3c(c2)OCO3)C1 (stereo unspecified) | 4.5 | 1.1 | -9.5 | -0.2 | nt | 0.1 | 7.1 | -7.7
CC(C)(C)NC(=O)C(c1ccc(O)cc1)N(C(=O)CCC(=O)Nc1nccs1)c1ccc(F)cc1 (stereo unspecified) | -0.3 | nt | -1.1 | nt | nt | -5.5 | -9.3 | nt

Carrying on:
SMILES | Casp6 inh | PglD DTNB | ARNT-TACC3 inh | E-sel inducer | esBAF inh | ERp5 inh | RAD52 inh | RAD54 inh
CCC(C)(C)c1ccc(OC(=O)c2cccnc2Cl)cc1 | 1.0 | -2.3 | 19.2 | nt | 30.1 | 2.8 | -0.8 | -0.4
N#CC1(NC(=O)COc2ccc3oc4ccccc4c3c2)CCCCC1 | 4.1 | nt | -20.9 | 3.6 | nt | -1.9 | -4.8 | nt
CC(C)CNC(=O)CCc1nc(-c2ccccc2)no1 | 0.4 | 3.1 | 0.9 | 3.6 | -9.9 | -0.4 | -12.1 | -3.9
CCc1cc2cccc(C)c2nc1SCC(=O)NC1CCCC1 | -1.7 | -3.2 | -4.6 | 1.3 | 2.0 | 1.9 | -11.0 | -6.3
CCOc1ccc(/C=N/NC(=O)NC23CC4CC(CC(C4)C2)C3)cc1O | -3.1 | 2.8 | 5.2 | 0.6 | 2.3 | -9.2 | -10.1 | -8.6
CCOC(=O)c1ncn2c1C(=O)OC2(C)C | 4.4 | -0.9 | 3.9 | nt | -5.9 | 2.8 | -1.5 | -11.4
Cc1nc2c(-c3ccc(F)cc3)c(C)nn2c(C)c1CCC(=O)N1CCOCC1 | -0.7 | -2.1 | -4.9 | -0.1 | -4.4 | 5.5 | 5.4 | 4.2
O=C(Nc1ccc(F)cc1)N1CC(=O)N2[C@@H](CO)[C@@H](c3ccc(C#CC4CC4)cc3)[C@@H]2C1 | -0.5 | nt | nt | 0.1 | nt | -1.2 | -3.8 | nt
CSc1ccccc1NC(=O)CSCc1ccc(Br)cc1 | nt | 1.0 | 16.8 | nt | -7.4 | nt | nt | -1.8
CC(=O)Nc1ccc(SCC(=O)OCC(=O)NC(=O)NCCC(C)C)cc1 | -0.7 | nt | -1.0 | nt | nt | 4.8 | 0.1 | nt
Cc1cccc(NC(=O)c2cccc(S(=O)(=O)N3CCc4ccccc4C3)c2)n1 | -0.2 | -2.4 | 2.8 | nt | -0.1 | -2.8 | -16.2 | 0.3
Cc1cc(C(=O)CN2C(=O)c3ccccc3C2=O)c(C)n1C1CC1 | 1.2 | 0.9 | -0.7 | nt | 29.4 | -6.4 | -7.3 | -5.1
CC(Oc1ccc2c(-c3ccccc3)cc(=O)oc2c1)C(=O)NC(Cc1c[nH]c2ccc(O)cc12)C(=O)O (stereo unspecified) | 14.2 | 2.4 | 2.5 | nt | -6.5 | 4.2 | -9.5 | 0.0
N/C(=N\OC(=O)/C=C/c1ccccc1)c1cccnc1 | 0.4 | nt | -2.7 | 0.3 | nt | -0.5 | -10.0 | nt
NC(=O)C(c1ccc(F)cc1)c1ccc(C(=O)c2ccccc2)cc1 (stereo unspecified) | 2.3 | 0.4 | -4.4 | 1.1 | -3.5 | 3.4 | -10.4 | 1.1
CC(C)(C)c1nc(N)nc(=O)[nH]1 | -0.1 | nt | -6.6 | 5.8 | nt | 2.0 | 0.5 | nt
COc1ccc(S(=O)(=O)Nc2cccc3c2O[C@H](CN(C)CC2CCCCC2)[C@@H](C)CN([C@@H](C)CO)C3=O)cc1 | -3.7 | 0.2 | -9.8 | -0.1 | -5.3 | 17.2 | -4.0 | -4.6
COc1ccc(C2=Nc3ccccc3NC(=O)C2N(Cc2ccccc2)C(=O)C2=NNC(=O)CC2)cc1 (stereo unspecified) | -1.8 | -3.1 | nt | 0.1 | 6.2 | 0.0 | -16.2 | -5.5
C[C@H](CO)N1C[C@H](C)[C@H](CN(C)S(=O)(=O)c2cccs2)Oc2c(NC(=O)C3CCOCC3)cccc2C1=O | -0.3 | 2.1 | -7.9 | -0.1 | -2.8 | 15.2 | -15.5 | -15.8
CCN1CCN(c2ccc(S(=O)(=O)N3CCCCC3)cc2NC(=O)COc2cc(C)ccc2Cl)CC1 | nt | 3.2 | 2.4 | nt | -8.9 | nt | nt | -0.2
COc1ccc(NC(=O)N[C@H]2CC[C@H](CCn3cc(-c4ccc(F)cc4)nn3)O[C@H]2CO)cc1 | -1.0 | 6.0 | -11.3 | 0.0 | -6.3 | -2.6 | 16.1 | -4.7
CC(C)NC(=O)Nc1ccc2c(c1)C(=O)N([C@H](C)CO)C[C@H](C)[C@H](CN(C)C(=O)Nc1ccc(F)cc1)OCCCC[C@H](C)O2 | -0.2 | -1.2 | 6.9 | nt | 1.6 | -2.9 | -13.1 | 5.5
C=CCn1cc(C(=O)N2CCN(CC)CC2)c(=O)c2cc(S(=O)(=O)N(CC)CC)ccc21 | nt | 4.5 | 1.8 | 0.0 | 3.6 | -1.5 | -6.0 | -5.8
Cc1ccc(CN2CCN(Cc3cc(=O)c4ccccc4[nH]3)CC2CCO)o1 (stereo unspecified) | 17.3 | nt | -1.2 | ? | nt | -1.9 | -11.8 | nt
CC1(C)CC(C(CC(=O)N2CCCC2)Cc2ccccc2)CCO1 (stereo unspecified) | 3.3 | 0.5 | 0.5 | -0.4 | -6.3 | -1.2 | -9.6 | 7.4

Carrying on:
SMILES | Casp6 inh | PglD DTNB | ARNT-TACC3 inh | E-sel inducer | esBAF inh | ERp5 inh | RAD52 inh | RAD54 inh
COc1ccc(C2CC(c3cccs3)=NN2C(=O)c2ccccc2)cc1OC (stereo unspecified) | 2.1 | 3.7 | 2.3 | nt | 4.4 | -0.6 | -7.4 | -2.7
CC(=O)Nc1ccc(NC(=O)C(C)OC(=O)c2ccc(S(=O)(=O)N3CCCCC3)cc2)cc1 (stereo unspecified) | -0.1 | -6.9 | 1.0 | 0.0 | -5.8 | -6.6 | -3.7 | -1.5
O=C(C[C@H]1CC[C@@H]2[C@H](COC[C@@H](O)CN2S(=O)(=O)c2cccc(Cl)c2)O1)Nc1ccc(-c2ccccc2)cc1 | 1.0 | -2.6 | 12.6 | 0.3 | -4.8 | 2.1 | -9.1 | 5.1
CCCC(C(=O)NC1=NCCS1)c1ccccc1 (stereo unspecified) | -0.8 | nt | 4.1 | 9.5 | nt | 16.6 | -15.2 | nt
Cc1ccc(-c2ccc([C@@H]3[C@@H](CO)N4CCCCN(S(=O)(=O)c5ccccc5C)C[C@H]34)cc2)cc1 | -2.4 | 3.3 | 0.7 | 0.1 | -1.2 | 8.6 | -13.7 | 0.9
O=C(O)c1cccc(NS(=O)(=O)c2ccc(-c3ccc(S(=O)(=O)Nc4cccc(C(=O)O)c4)cc3)cc2)c1 | 2.6 | nt | 30.7 | nt | nt | -5.9 | -13.5 | nt
CC(C1=C(CCN(C)C)Cc2ccccc21)c1ccccn1 (stereo unspecified) | -0.3 | nt | -1.0 | 0.0 | nt | 1.1 | -111.0 | nt
